High-throughput results from PubChem BioAssay.
Abeta rescue: qHTS for compounds that reverse cellular toxicity of Amyloid beta (A-beta) peptide in yeast: Primary Screen; yeast expressing A-beta42, growth rescue, OD600, 48 h; response scale: 0% DMSO, 100% iron-clioquinol control; Potency, µM (series often up to 46.1 µM), inactives show at the top dose growth rescue, actives largely listed as activators; 410,000 compounds, 0.063% hits; also: potency is read from the fitted curve at half-maximal effect; nearly all actives have a fitted effect of over 55% in size
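Yeast growth medium received pinned compounds, then yeast cells expressing toxic A-beta were added; plates incubated at 30 C for 48 hr. Growth read as absorbance at 600 nm, normalized to DMSO and equimolar FeCl3 plus clioquinol controls.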
Nrf2 activator: qHTS of Nrf2 Activators | AREc32 ARE-luciferase reporter (MCF7-derived line), luminescence, 24 h | Potency, µM (highest dose often 46.1 µM), for inactives: at the top dose activation, most hits filed as activators | 410,000 compounds, 0.31% hits; also: potency is read from the fitted curve at half-maximal effect; % of control where 0% means no effect; nearly all actives have a fitted effect of over 65% in size
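Each well held 1000 AREc32 cells, which were incubated with compound for 24 hr at 37 deg C after overnight attachment, and ARE reporter activity was quantified by firefly luciferase luminescence.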
CCT chaperon mod: High-Throughput Screening for Modulators of Cytosolic Chaperonin Activity; purified chaperonin ATPase assay, HTRF ADP detection, 30 min; activity change, % (no concentration beside the values), hits read low; 360,000 compounds, 0.3% hits; AID 651819, 2012; in the data active = activity change below about -30%; also: % is scaled to controls: 0 for no effect and ±100 for the full control effect
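TRiC at 40 or 20 nM final (batch-dependent) in 30 mM Tris pH 7.4, 100 mM KCl, 5 mM MgCl2, 1 mM DTT, with compound at single 76 uM and 10 uM ATP, 30 min at 37 deg C. ADP detected by HTRF Transcreener, 665/615 ratio.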
Mm-Cpn inhibitor: Inhibitors of TCP-1 ring complex (TRiC) of Methanococcus maripaludis (MmCpn): qHTS; Chaperonin Mm-Cpn (Methanococcus maripaludis); 330,000 compounds, 0.031% hits; AID 504842, 2011; Potency, µM (series often up to 76.9 µM), for the others: at the top dose activity, negative = inhibition, usual class: inhibitors; purified Mm-Cpn ATPase, ADP Transcreener TR-FRET; also: potency is read from the fitted curve at half-maximal effect; % is scaled to controls: 0 for no effect and ±100 for the full control effect; nearly all actives have a fitted effect of over 80% in size
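Purified archaeal Mm-CPN (25nM final) preincubated 10 min at 37degC with compound, then 10uM ATP for 30 min at 37degC; ADP measured by HTRF Transcreener TR-FRET; buffer 30 mM TRIS pH 7.4, 100mM KCl, 5mM MgCl2, 1mM DTT.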
Akt phos inh: HTS Assay for Inhibitors of Akt Phophorylation: Primary Screen; Neuro2A IGF-stimulated pAkt S473 HTRF, 20 min; stronger effect = lower value; activity change, % for hits at 50 µM; AID 651550, 2012; 360,000 compounds, 0.32% hits; in the data active = activity change below about -80%; inconclusive = mostly about -51% to -80%; also: % is scaled to controls: 0 for no effect and ±100 for the full control effect
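Neuro2A cells (4,500/well, DMEM with 0.5% FBS) were treated with compound at a single 50 µM final concentration, stimulated with 6 nM IGF for 20 min at 37 °C, and lysed. Phospho-Akt Ser473 was read by HTRF as 665/615 ratio ×10^4.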
Nrf2 block: Nrf2 qHTS screen for inhibitors. 360,000 compounds, 2.1% hits. Potency, µM (highest dose often 46 µM), without a hit: at the top dose activity change, negative = inhibition, usual class: inhibitors. A549 ARE-Fluc reporter, luciferase luminescence, 18-24 h; also: potency is read from the fitted curve at half-maximal effect; % is scaled to controls: 0 for no effect and ±100 for the full control effect; nearly all actives have a fitted effect of over 60% in size
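Two sequential reads on A549 ARE_Fluc cells exposed to compound for 18-24 h: a CellTiter-Fluor fluorescence read for viability, then a luciferase luminescence read for Nrf2/ARE activity.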
HepG2 viability: qHTS for Inhibitors of TGF-b: Cytotox Counterscreen; HepG2 CAGA-GFP viability, ATP luminescence, 18 h; Potency, µM (top dose mostly 46.1 µM), for inactives: top-dose activity change, negative = cytotoxicity, most hits filed as cytotoxic; 410,000 compounds, 0.76% hits; AID 588856, 2011; also: potency is read from the fitted curve at half-maximal effect; some results filed as inactive show a strong effect at the top dose
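CellTiter-Glo luminescence gave cytotoxicity after 18 hours at 37 degrees C. The cells were HepG2 CAGA-GFP in 1% FBS DMEM, stimulated with 500 pg/mL TGF-beta after compound addition. %Activity was normalised to no-cell wells (complete cell-killing) and DMSO (no toxicity), and curves were fitted and classified.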
TGFb SMAD3 inh: qHTS for Inhibitors of TGF-b. HepG2 CAGA-GFP TGF-b/SMAD3 reporter, GFP fluorescence, 18 h; TGF-beta stimulated, 500 pg/mL final. Potency, µM (highest dose often 46.1 µM), for the others: top-dose activity, negative = inhibition, usual class: inhibitors. 410,000 compounds, 1.2% hits. AID 588855, 2011; also: potency is read from the fitted curve at half-maximal effect; % is scaled to controls: 0 for no effect and ±100 for the full control effect; nearly all actives have a fitted effect of over 65% in size
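TGF-beta reporter screen: HEPG2 CAGA-GFP, 1% FBS, 500 pg/mL TGF-beta final, 18 h; per-cell GFP summed per well; curves fitted and categorized by class.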
A549 tox: Nrf2 qHTS screen for inhibitors: counterscreen for cytotoxicity; A549 ARE-Fluc cells, CellTiter-Fluor viability, 18-24 h; Potency, µM (doses to about 46 µM), inactives show at the highest dose activity change, negative = cytotoxicity, hits mostly inhibitors; 390,000 compounds, 0.16% hits; AID 504648, 2011; also: potency is read from the fitted curve at half-maximal effect; % is scaled to controls: 0 for no effect and ±100 for the full control effect
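Cytotoxicity counterscreen: CellTiter-Fluor fluorescence was measured in A549 ARE_Fluc cells after 18-24 h of compound exposure in a concentration series. The subsequent BugLite luminescent read reports ARE-luciferase activity.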
* marks the source's active call; other numbers are inactive results; i = inactive; ? = inconclusive; . = no result given; [ ] = dose if it differs, or a comment. Unless noted, calls follow the shape of the dose curve; as a rule, active = well fitted curve in the direction sought with a large enough effect; inconclusive = small, poorly fitted or top-dose-only effect, or another doubt; inactive = no such curve, though single readings can be large; an effect the other way counts as inactive or inconclusive.

mol	Abeta rescue	Nrf2 activator	CCT chaperon mod	Mm-Cpn inhibitor	Akt phos inh	Nrf2 block	HepG2 viability	TGFb SMAD3 inh	A549 tox
COC(=O)c1ccc2c(=O)n(CCCCCC(=O)NCc3ccccn3)c(=O)[nH]c2c1	11%	0.3%	-2.3	1%	i	-23%	-15%	-19%	10%
COc1ccc(-n2c(SCC(=O)N3CCCCC3)nnc2-c2cccnc2)cc1	6%	-0.3%	-0.9	2%	i	18%	-1%	-4%	-1%
Cc1cccc(NC(=O)COc2ccc3oc4c(c3c2)CCCC4)c1	-18%	-0.5%	.	.	.	-11%	-27%	-13%	4%
O=C(CN1C(=O)NC2(CCCCC2)C1=O)Nc1ccc(N2CCCCC2)cc1	8%	1.5%	1.3	-1%	i	3%	-8%	-7%	2%
CCOC(=O)/C(C#N)=C/c1ccc(OCC(=O)Nc2ccccc2)c(OC)c1	0%	2.6%	-4.5	1%	i	17%	-1%	-3%	-13%
Cc1ccc(S(=O)(=O)Cn2nnnc2CN2CCN(C(=O)c3ccco3)CC2)cc1	-3%	0.0%	-2.9	2%	i	-6%	-8%	0%	1%
CCOc1ccc(CCNC(=O)C2CCC(=O)N2C2CCCCC2)cc1OCC (stereo not given)	-1%	-0.6%	-1.3	0%	i	7%	-21%	1%	-1%[1.84 µM]
CCc1nn2c(-c3ccco3)ccnc2c1-c1ccc(F)cc1	-9%	?	.	.	.	?	7%	32%[activator]	-14%
COc1ccccc1CNc1nc2ccc(Cl)cc2n2cnnc12	-20%	2.1%	.	.	.	?	10%	.	7%
CCS(=O)(=O)Nc1ccc(C2=NN(C(=O)c3ccco3)C(c3cccc(F)c3)C2)cc1 (stereo not given)	6%	8.6%	0.3	2%	i	?	-7%	-21%	-4%
CN(C(=O)Nc1cccc([N+](=O)[O-])c1)c1ccccc1	-1%	6.7%	-2.5	.	i	2%	-1%	-11%	8%
CN(C)c1ncnc2c1ncn2[C@H]1CN(C2CCCC2)C[C@@H](CO)O1	-15%	-0.6%	0.2	.	i	.	1%	25%	.
COc1ccc(-c2cc3ccccc3oc2=O)cc1NC(=O)c1ccc(Br)o1	3%	3.3%	-0.5	0%	i	?	-45%	-9%	-15%
CCOC(=O)c1cc(-c2cccc([N+](=O)[O-])c2)on1	-3%	0.0%	-1.0	0%	i	1%	-4%	19%	1%
O=C(O)c1ccc(Cl)c(NCc2ccncc2)c1	-9%	-0.2%	-1.4	1%	i	3%	9%	0%	2%
Cc1cccc(-c2c3c(=O)n(C)c(=O)n(C)c3cn2CCO)c1	2%	-0.4%	0.2	0%	i	-7%	-5%	8%	-11%
COc1ccc(C(=O)NC(=S)N2CC(C)OC(C)C2)cc1OC (stereo not given)	0%	3.5%	-3.2	1%	i	24%	-6%	-5%	-2%
Cc1ccc(Cn2c(SCC(=O)NCc3ccco3)nc3ccsc3c2=O)cc1	6%	-0.4%	-4.4	0%	i	.	-9%	-14%	3%
Cc1ccc(S(=O)(=O)c2cn(CC(=O)Nc3ccccc3)c3ccc(F)cc3c2=O)cc1	3%	-0.8%	-2.9	0%	i	7%	-14%	-4%	-1%
CC(=O)c1c(C)oc2ccc(N(C(C)=O)S(=O)(=O)c3cccc4cccnc34)cc12	21%	-0.2%	-1.0	-1%	i	18µM*	10%	-5%	-14%
NC(=O)c1c(NC(=O)c2ccccc2)sc2c1CCN(Cc1ccccc1)C2	-1%	6.1%	0.1	-2%	i	12%	-17%	65%[activator]	14%
Clc1ccccc1CSc1nnc([C@@H]2CCCN2)o1	11%	0.1%	1.5	1%	i	-6%	3%	-2%	0%
Cc1ccccc1Nc1nnc(-c2ccc(C(=O)NCCO)cc2)c2ccccc12	4%	3.2%	-0.7	-1%	i	-5%	-16%	-2%	23%
COc1ccc(N(C(=O)c2ccc(Cl)cc2)S(=O)(=O)c2ccc(C)cc2)cc1	-38%[inhibitor]	0.1%	.	.	.	-17%	-7%	12%	-2%
CSc1ccc(CNC(=O)C2(C)CCCN2C)cc1 (stereo not given)	-19%	0.3%	1.3	.	i	.	2%	0%	.
Cc1ccc(Nc2ncc3c(n2)CC(C)(C)CC3=O)cc1	-37%[inhibitor]	2.8%	-1.0	?	i	?	-16%	-5%	-1%
O=C(Nc1ccc(NC(=O)c2ccccc2Cl)nc1)c1ccco1	-19%	-1.0%	0.5	2%	i	?	-14%	-27%	-18%
CCc1ccc(NS(=O)(=O)c2ccc(C)c(C(=O)N3CCOCC3)c2)cc1	7%	-0.6%	0.0	0%	i	11%	5%	2%	0%
NS(=O)(=O)c1cccc(NC(=O)CSc2nnc3n2CCCCC3)c1	0%	0.4%	-0.8	-1%	i	15%	-4%	26%	2%
C=CCc1c(C)nc2cc(-c3ccccc3)[nH]n2c1=O	-12%	0.1%	0.3	-1%	i	?	-7%	21%	-1%
CCCCCOc1ccc(NC(=O)c2cc(SC)ccc2Cl)cc1	10%	1.9%	-2.9	0%	i	-21%	8%	14%	-4%
CCC(=O)OC1c2ccccc2C(=O)N1Cc1ccccc1 (stereo not given)	12%	-0.3%	-0.6	0%	i	7%	2%	8%	0%
COc1ccccc1/C=C/C=N/N1CCN(Cc2cccc3ccccc23)CC1	1%	-0.2%	2.1	-1%	i	1%	-7%	-25%	2%
COc1cccc(NC(=O)c2nn(C)cc2Br)c1	1%	?	-1.6	.	i	?	-13%	6%	-3%
Cc1ccc(CS(=O)(=O)CCC(=O)N2CCOCC2)cc1	-1%	0.4%	1.4	0%	i	-18%	-12%	-6%	0%
COc1ccc(S(=O)(=O)N2CCN(c3ccccc3OC)CC2)cc1OC	-8%	0.2%	-0.5	-1%	i	-2%	-3%	0%	-4%
COc1ccc(OC)c(C2C(C(C)=O)=C(O)C(=O)N2Cc2cccnc2)c1 (stereo not given)	-2%	-0.2%	1.1	-2%	i	1%	9%	21%	-1%
COc1ccc(-c2nnc(SC(C)C(=O)NC3CC3)o2)cc1 (stereo not given)	-1%	2.4%	0.3	5%	i	-23%	-11%	-6%	-7%
C/C=C(/C)C(=O)Nc1cccc(C2=NOC3(C2)C[C@H](C(N)=O)N(C(=O)c2ccc(Cl)cc2)C3)c1 (stereo not given in full)	4%	-0.7%	-1.7	?	i	4%	-1%	-12%	-4%
COc1ccccc1Cc1c(-c2ccc(C)cc2)nc2ccc(Br)cn12	-8%	-0.3%	1.1	.	i	.	-3%	?	.
COC(=O)c1[nH]c2ccc(C)cc2c1NC(=O)CN1CCN(c2ccc(F)cc2)CC1	9%	0.6%	-0.2	-3%	i	8.9µM*	-4%	-1%	?
CCCC(=O)Nc1ccc(C(=O)NN2C(=O)c3ccccc3C2=O)cc1	-14%	-0.8%	-1.0	1%	i	8%	2%	-28%	2%
CCCOC(=O)c1ccc(OC(=O)c2ccco2)cc1	-48%[inhibitor]	0.2%	-2.1	0%	.	.	4%	8%	-11%
CC(C)(O)C#Cc1ccc(C(=O)N2CCCC(CCC(=O)NCc3ccccc3F)C2)cc1 (stereo not given)	-3%	-0.7%	-0.4	-1%	i	-16%	-1%	-1%	1%
Cc1ccsc1C(=O)NNC(=O)c1ccncc1	4%	-0.2%	1.9	-2%	i	2%	48%	-2%	1%
O=C(c1ccco1)N1CCN(c2ccc(N3CCCCC3)nn2)CC1	3%	-0.1%	0.1	-1%	i	?	-2%	17%	8%
Nc1nnn(CC(=O)N/N=C/c2ccc(O)cc2)n1	-2%	-0.3%	-2.7	1%	i	4%	4%	3%	-2%
O=C(c1cc2c(s1)CCCC2)N1CCN(CCO)CC1	-1%	-0.1%	-2.0	0%	i	?	-2%	20%	4%
Cc1ccc(NC(=O)NCc2cccn2C)cc1C	-2%	3.1%	-3.7	1%	i	?	-2%	-4%	1%
C[C@H](CO)N1C[C@H](C)[C@@H](CN(C)C)Oc2c(NC(=O)c3ccncc3)cccc2C1=O	-4%	-0.2%	-0.5	0%	i	-4%	9%	?	-2%
O=C(CSc1nnc(NC(=O)C2CC2)s1)NCc1ccc(F)cc1	-5%	0.1%	-1.4	2%	i	-23%	-24%	?	-2%
O=C(COc1ccc2ccc(=O)oc2c1)Nc1ccc(N2CCCCC2)cc1	-23%	-0.5%	0.0	-1%	i	-8%	1%	10%	10%

Structural class: the compounds so far containing a nitro group on carbon.
mol	Abeta rescue	Nrf2 activator	CCT chaperon mod	Mm-Cpn inhibitor	Akt phos inh	Nrf2 block	HepG2 viability	TGFb SMAD3 inh	A549 tox
CN(C(=O)Nc1cccc([N+](=O)[O-])c1)c1ccccc1	-1%	6.7%	-2.5	.	i	2%	-1%	-11%	8%
CCOC(=O)c1cc(-c2cccc([N+](=O)[O-])c2)on1	-3%	0.0%	-1.0	0%	i	1%	-4%	19%	1%

Not a hit list. About 4.3% of those tested had a hit in this group.
